HUVEC prolif 384: inhibitors of HUVEC proliferation, primary screen, cell-based, 384-well | CellTiter-Glo luminescence, 72 h; active compounds read low | viability, % at 10 µM (by protocol) | 86,000 compounds, 1.1% hits | AID 648, 2007;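 active means viability at or below 30%; inactive means viability above 30%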;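 further: 100% = median luminescence of DMSO-only cell control wells on each plate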
H69AR inhibit: proliferation blockers of H69AR lung cancer cells, primary screen, cell-based, human, 86K library. 85,000 compounds, 6% hits. AID 598, 2007. H69AR lung tumor viability, ATP luminescence, 72 h; active compounds read low. viability, % at 10 µM;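 active means viability at or below 40%; inactive means viability above 40%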;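 further: multidrug resistant small cell line overexpressing MRP-1 efflux transporter; 100% = mean luminescence of untreated control wells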
HUVEC tox IL1B: cytotoxicity in IL-1B stimulated HUVEC, primary screen, cytotoxicity control for IL-1B NFkB translocation project, imaging, Hoechst nuclear count, IL-1B stimulus. HUVEC cell count loss. cell count reduction, % at 2 µM. 94,000 compounds, 0.41% hits;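 active means cell count reduction more than 3 SD above the screen-wide mean, cut at about 70% in these data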;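 further: normalized per plate to untreated control cells as the no-loss baseline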
F-actin modifier: modifiers of F-actin cytoskeleton organization, primary screen, imaging, HUVEC, phalloidin staining, high-content imaging; 91,000 compounds, 0.18% hits; inhibition, % at 2 µM; HUVEC TNFa F-actin phalloidin imaging; AID 836, 2007;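 active means inhibition above the batch mean plus 3 SD and confirmed as a hit by visual image inspection, cut at about 30% in these data, passing the limit was not always enough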; further: strong numbers were not always called active
Smad3 FoxH1 inh: Smad3/FoxH1 peptide binding inhibitors, primary screen, biochemical, TR-FRET | Mothers against decapentaplegic homolog 3 (Homo sapiens), P84022 | TR-FRET Smad3/Dy647-FoxH1 peptide binding, europium anti-His | inhibition, % at 25 µM | 88,000 compounds, 0.29% hits;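 active means compounds that reduce the energy-transfer binding signal between the protein and its labelled peptide by more than half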;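 further: 0% = Smad3 plus labelled peptide maximal FRET and 100% = peptide-only background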
Pyk2 oligo antag: antagonists of Pyk2 self-association, primary screen, Q293 cells, FERM NanoBiT luminescence, HTS; z-score (the deposit names both 25 µM and 10 µM); active compounds read low; 99,000 compounds, 0.83% hits; Protein-tyrosine kinase 2-beta (Homo sapiens), Q14289;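 active means Z-score of -3 or lower, scaled per plate to the spread of control and sample wells; inactive means z-score above -3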;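 further: negative z-score means lost luminescence so less FERM oligomerization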
Target sequence (Q14289 whole entry, looked up): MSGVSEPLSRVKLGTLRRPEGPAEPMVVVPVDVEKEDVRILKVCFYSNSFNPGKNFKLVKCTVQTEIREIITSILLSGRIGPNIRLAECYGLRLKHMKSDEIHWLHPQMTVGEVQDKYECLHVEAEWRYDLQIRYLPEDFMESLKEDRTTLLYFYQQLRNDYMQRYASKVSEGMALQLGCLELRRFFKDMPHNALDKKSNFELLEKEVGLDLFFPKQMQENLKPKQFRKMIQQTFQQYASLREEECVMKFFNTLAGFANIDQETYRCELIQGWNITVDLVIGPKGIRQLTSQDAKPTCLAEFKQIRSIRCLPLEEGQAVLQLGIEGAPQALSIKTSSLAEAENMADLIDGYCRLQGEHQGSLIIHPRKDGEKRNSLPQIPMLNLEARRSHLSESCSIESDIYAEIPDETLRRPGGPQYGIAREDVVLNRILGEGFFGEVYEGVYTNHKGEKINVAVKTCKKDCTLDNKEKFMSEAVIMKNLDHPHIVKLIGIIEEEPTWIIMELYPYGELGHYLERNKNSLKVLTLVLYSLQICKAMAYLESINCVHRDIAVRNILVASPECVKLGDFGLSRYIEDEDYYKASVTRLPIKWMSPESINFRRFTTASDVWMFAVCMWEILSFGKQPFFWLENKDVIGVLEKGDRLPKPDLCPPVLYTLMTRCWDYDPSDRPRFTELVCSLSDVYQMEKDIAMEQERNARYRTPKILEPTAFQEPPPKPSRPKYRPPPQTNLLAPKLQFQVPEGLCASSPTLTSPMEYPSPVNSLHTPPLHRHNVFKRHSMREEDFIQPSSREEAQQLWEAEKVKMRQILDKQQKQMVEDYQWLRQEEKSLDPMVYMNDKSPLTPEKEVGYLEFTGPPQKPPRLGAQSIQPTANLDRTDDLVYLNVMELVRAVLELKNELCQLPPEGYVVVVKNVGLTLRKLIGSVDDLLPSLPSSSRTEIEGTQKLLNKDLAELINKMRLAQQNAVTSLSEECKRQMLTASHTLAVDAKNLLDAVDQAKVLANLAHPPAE
Lung fibro prol: antiproliferative effect on LL 47 fibroblasts – human, LL 47 cells, CellTiter-Glo luminescence, primary screen; LL 47 human lung fibroblast viability, ATP luminescence; active compounds read low; viability, % at 10 µM; 85,000 compounds, 1.1% hits; AID 719, 2007;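 active means viability at or below 50% in the single dose screen; inactive means viability above 50%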;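 further: compound exposure lasted 72 h before the ATP readout; 100% = median luminescence of untreated cell-only wells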
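Material: Human LL 47 lung fibroblast cells | Input: 1,150 cells/well | Buffer or medium: IMEM plus 15% FBS | Compound dosing: 0.1% DMSO in all compound wells | Times: Overnight cell rest, 72 h compound treatment at 37 °C | Signal: CellTiter-Glo luminescence measuring cellular ATP | Measure: % viability versus median cells-only luminescence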
HUVEC tox TNFa: cytotoxicity in TNFa-stimulated HUVEC, primary screen, cytotoxicity control for VCAM1 expression modulator project, imaging, Hoechst nuclei count; 93,000 compounds, 0.17% hits; cell count reduction, % at 2 µM; HUVEC TNFalpha-stimulated, Hoechst cell count;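 active means cell count reduction exceeding the screen mean by over 5 SD, scaled to untreated wells per plate, cut at about 78% in these data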;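 further: cells counted after 24 h of TNF alpha exposure following the 1 h pretreatment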
VCAM1 TNFa inh: inhibitors of TNFa-induced VCAM1 expression, primary screen, imaging, HUVEC, TNFa stimulus, immunofluorescence; HUVEC TNFa-induced VCAM-1 immunofluorescence, high-content imaging; inhibition, % at 2 µM; 95,000 compounds, 0.48% hits;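 active means inhibition above the batch mean plus 3 SD, with images confirmed as a hit by eye, cut at about 37% in these data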;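 further: 0% = TNF-stimulated DMSO wells and 100% = unstimulated control wells; not every result past the cut was called active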
Numbers without * were called inactive; x = no result given; [ ] = another dose, or the depositor's remark. The list is partial, so the mix of outcomes need not match the whole.

1: Cc1nn2c3ccccc3nc2c2ccccc12
2: Cc1c(C#N)c(N=CN(C)C)c(C(=O)c2ccc(Br)cc2)n1-c1ccc(Cl)cc1
3: O=C1c2ccccc2C(=O)N1CCCc1nc(-c2cccnc2)no1
4: CS(=O)(=O)N(Cc1ccccc1)c1ccccc1C(=O)N1CCN(c2ccccc2)CC1
5: CCCCc1ccc(Nc2ncccc2C#N)cc1
6: Nc1nonc1C(=O)NCCNCc1ccccc1OCc1ccccc1F
7: O=C1CN(C(=O)c2cccs2)c2ccccc2N1
8: O=C(CSc1nnc(Cc2ccccc2)n1-c1cccc(Cl)c1)N1CCOCC1
9: CC1=CCC2C(=O)N(c3nc4ccccc4n3C)C(=O)C2C1 (stereo not drawn)
10: O=C(CNC(=O)c1ccco1)OCC(=O)c1ccccc1
entry no.	1	2	3	4	5	6	7	8	9	10
HUVEC prolif 384	80	80	101	104	x	91	92	99	91	91
H69AR inhibit	41	74	99	89	x	72	63	100	99	96
HUVEC tox IL1B	-20	-4	2	18	-19	-28	-12	-7	-27	-1
F-actin modifier	0	-3	-1	x	12	18	-25	-5	-2	x
Smad3 FoxH1 inh	2	4	-2	12	x	1	8[fluorescence artefact?]	1	1	9
Pyk2 oligo antag	-1.3	-0.68	0.15	-1.8	-0.81	0.71	-0.95	2.1	0.17	0.29
Lung fibro prol	73	76	100	102	x	101	93	101	98	103
HUVEC tox TNFa	-20	-4	-9	14	-10	-12	-1	-2	13	-24
VCAM1 TNFa inh	8	3	-12	3	7	-1	3	2	4	-3

Structures from the list above containing four or more nitrogen atoms (4):
2: Cc1c(C#N)c(N=CN(C)C)c(C(=O)c2ccc(Br)cc2)n1-c1ccc(Cl)cc1
3: O=C1c2ccccc2C(=O)N1CCCc1nc(-c2cccnc2)no1
6: Nc1nonc1C(=O)NCCNCc1ccccc1OCc1ccccc1F
8: O=C(CSc1nnc(Cc2ccccc2)n1-c1cccc(Cl)c1)N1CCOCC1
entry no.	2	3	6	8
HUVEC prolif 384	80	101	91	99
H69AR inhibit	74	99	72	100
HUVEC tox IL1B	-4	2	-28	-7
F-actin modifier	-3	-1	18	-5
Smad3 FoxH1 inh	4	-2	1	1
Pyk2 oligo antag	-0.68	0.15	0.71	2.1
Lung fibro prol	76	100	101	101
HUVEC tox TNFa	-4	-9	-12	-2
VCAM1 TNFa inh	3	-12	-1	2

(list continues)
11: Cc1nn(CC(O)Cn2c3c(c4ccccc42)CCN(C)C3=O)c(C)c1Br (stereo not drawn)
12: C[C@@]12CC(=O)NC1N(C(=O)c1cccc(C(F)(F)F)c1)C(c1ccccc1OC(=O)c1cccc(C(F)(F)F)c1)C2 (stereo partly drawn)
13: CC1(C)N=C(N)N=C(N)N1c1ccccc1
14: Cc1ccc(NC(=S)N/N=C/c2ccc(Cl)c([N+](=O)[O-])c2)cc1
15: CCC(c1nnnn1C1CCCC1)N1CCN(c2ccccc2)CC1 (stereo not drawn)
16: O=C(Nc1ccc(Cl)cc1)[C@@H]1[C@@H]2C(=O)N(c3ccc(Cl)cc3)C(=O)[C@@H]2[C@H]2C=CC=NN21
17: CCN(CC)C(=O)CSc1nnc(C2CCCCC2)o1
18: O=c1[nH]c2ccccc2nc1Cc1ccccc1
19: O=C(NCc1cccnc1)c1cccc2c1C(=O)N(Cc1cccnc1)C2
20: CCOC(=O)/C=C1\SCC(=O)N1CC(=O)Nc1ccc(C(C)C)cc1
entry no.	11	12	13	14	15	16	17	18	19	20
HUVEC prolif 384	83	79	104	x	88	85	93	90	96	101
H69AR inhibit	38*	79	56	x	96	93	83	94	104	100
HUVEC tox IL1B	26	-4	15	2	-9	-85	7	-44	-12	-58
F-actin modifier	-18	10	4	-11	-15	-8	9	-21	7	3
Smad3 FoxH1 inh	12	5	11	x	-2	-11	0	4	5	0
Pyk2 oligo antag	0.06	-2.2	-0.66	1.2	-0.46	0.6	0.19	0.84	0.34	-0.59
Lung fibro prol	98	86	90	x	100	93	100	x	100	95
HUVEC tox TNFa	-1	-27	-12	0	13	-21	-19	-10	-20	0
VCAM1 TNFa inh	4	3	4	2	0	11	7	-16	-1	-3

21: O=C(O)CCc1ccc(-c2cccs2)n1Cc1ccco1
22: Cc1cc(C)c2c(n1)nn1c(N3CCN(c4ccccc4C)CC3)cc(C)nc21
23: CCOc1ccc(C2CC(c3ccc(F)cc3)n3ncnc3N2)cc1 (stereo not drawn)
24: CCOc1ccc(OCC)c(NC(=O)C(NS(=O)(=O)c2ccc3c(c2)oc(=O)n3C)C(C)C)c1 (stereo not drawn)
25: Cc1c(Cl)cccc1NC(=O)c1cc(-c2ccccc2O)n[nH]1
26: O=C(CN(c1ccc(Cl)cc1)S(=O)(=O)c1ccccc1)N/N=C/c1ccco1
27: O=C1N(Cc2ccccc2F)c2ccccc2C12OCCCO2
28: CCN(CC)S(=O)(=O)c1ccc(NC2c3ccccc3C(=O)N2CCN2CCOCC2)cc1 (stereo not drawn)
29: CCOc1ccc(-n2ccnc2SCC(=O)Nc2nnc(C)s2)cc1
30: COc1ccc(-c2nc(-c3ccccc3OC)no2)cc1OC
entry no.	21	22	23	24	25	26	27	28	29	30
HUVEC prolif 384	98	66	96	93	70	x	100	107	102	105
H69AR inhibit	85	37*	90	87	70	x	87	85	93	59
HUVEC tox IL1B	14	-14	x	17	3	-18	-17	-9	-73	-7
F-actin modifier	-5	1	x	0	-5	-15	-49	13	x	-10
Smad3 FoxH1 inh	6	-65[fluorescence artefact?]	-5	1	3	x	7	3	16[fluorescence artefact?]	6
Pyk2 oligo antag	0.44	-1	x	0.29	-0.83	0.2	0.51	x	-0.22	-0.96
Lung fibro prol	101	92	96	97	81	x	91	97	97	102
HUVEC tox TNFa	-8	-6	x	-10	-9	5	-2	-16	-49	-23
VCAM1 TNFa inh	17	19	x	14	21	8	10	4	12	8

31: COC(=O)C1C2C=CC(C3CC23)C1C(=O)OCC(=O)c1ccccc1 (stereo not drawn)
32: Cc1ccc(N2C(=O)CSC2c2ccccn2)cc1Cl (stereo not drawn)
33: Cc1cccc(-c2noc(CCCOc3ccc(Cl)cc3Cl)n2)c1
34: COc1ccc2[nH]c(=O)c(CN(CC3CCCO3)C(=O)Nc3ccc(F)cc3)cc2c1 (stereo not drawn)
35: O=C(Cn1nc(-c2ccccc2)ccc1=O)NCc1ccc2c(c1)OCO2
36: CC(C)Oc1ccc(/C=N/NC(=O)C2CCCN2S(=O)(=O)c2ccc(Cl)cc2)cc1 (stereo not drawn)
37: COc1ccc(S(=O)(=O)N(C)CC(=O)Nc2ccc3c(c2)OCO3)cc1
38: NS(=O)(=O)c1ccc(NC(=O)N[C@@H](Cc2ccccc2)C(=O)O)cc1
39: COC(=O)Nc1nc(-c2ccccc2)c(C(=O)c2ccc(Cl)cc2)s1
40: COc1ccc(NC(=O)c2ccco2)cc1NC(=O)c1ccc(C)cc1
entry no.	31	32	33	34	35	36	37	38	39	40
HUVEC prolif 384	x	93	104	x	100	x	85	92	x	83
H69AR inhibit	x	100	104	x	94	x	105	99	x	63
HUVEC tox IL1B	2	10	-11	x	-10	7	-9	38	2	-29
F-actin modifier	20	-1	-6	23	9	-30	11	2	4	-1
Smad3 FoxH1 inh	x	10	2	x	0	x	7	-1	x	0
Pyk2 oligo antag	0.59	-0.63	1.9	-0.23	1.6	0.38	0.24	0.48	-2.6	-0.58
Lung fibro prol	x	90	105	x	105	x	101	103	x	108
HUVEC tox TNFa	2	-12	-28	2	6	0	-19	-3	-6	-25
VCAM1 TNFa inh	1	6	-2	-5	5	14	-5	2	5	4

41: FC(F)Sc1ccc(NC(=S)NCC2CCCCC2)cc1
42: Cc1ccc(CN(C(=O)CNC(=O)c2cccs2)C(C(=O)NCC2CCCO2)c2ccccc2)cc1 (stereo not drawn)
43: CCOc1ccc(NC(=O)CSC(N)=O)cc1
44: Cc1ccc(C(=O)NC2CCCCCC2)cc1N1CCCC1=O
45: CCOC(=O)C1=C(CNCc2ccccc2Cl)NC(=O)NC1c1ccc2c(c1)OCO2 (stereo not drawn)
46: Cc1ccc(C(=O)c2cncc(Br)c2)cc1
47: CCn1c(=O)cc(SCC(=O)N2CCN(c3ccccc3OC)CC2)c2ccccc21
48: COCCNC(=O)c1cc2c3ccccc3n(C)c2s1
49: CCOC(=O)c1c(C)[nH]c(C(=O)COc2ccc3c(c2)OCO3)c1C
50: Cc1cc(C(=O)N2CCN(c3ccccc3)CC2)c(C)o1
entry no.	41	42	43	44	45	46	47	48	49	50
HUVEC prolif 384	43	x	47	67	104	83	74	x	98	99
H69AR inhibit	5.1*	x	15*	99	79	84	55	x	81	83
HUVEC tox IL1B	-1	-2	x	-7	-18	-25	29	-4	x	-8
F-actin modifier	-16	-14	x	x	4	-1	18	10	x	0
Smad3 FoxH1 inh	9	x	10	11	9	5	32[fluorescence artefact?]	x	1	6
Pyk2 oligo antag	0.08	0.07	0.09	0.34	-0.85	-0.42	-0.4	-0.05	-0.26	1.2
Lung fibro prol	83	x	102	108	98	103	92	x	x	108
HUVEC tox TNFa	-7	-3	x	x	-12	8	7	36	x	10
VCAM1 TNFa inh	0	2	x	x	9	-12	3	-11	x	-3

51: CCOc1ccc(/C=C/C2=Cc3c(sc(NC(=O)CSc4n[nH]c(N)n4)c3C#N)C(C)(C)C2)cc1
52: CC(C)C(NC=C1C(=O)OC(C)(C)OC1=O)C(=O)O (stereo not drawn)
53: Cc1ccc(CNc2ccc(N3CCOCC3)cc2)s1
54: Cn1c(-c2cc3ccc(OC(=O)C(C)(C)C)cc3oc2=O)nc2ccccc21
55: O=C(c1cc2c(=O)oc3ccccc3c2s1)N1CCN(c2ncccn2)CC1
56: COc1cc(CNc2cccc(F)c2)cc(Br)c1O
57: CNc1nc(C)cc(C)c1S(=O)(=O)c1ccc(Cl)cc1
58: O=C(CN1CCN(C(=O)N2CCOCC2)CC1)Nc1ccc(Br)cc1
59: COc1ccc(CN(Cc2nc3ccccc3c(=O)[nH]2)C(=O)NC2CCCCC2)cc1
60: Cc1cc2cc(CCNC(=O)C(C)C)c(=O)[nH]c2cc1C
entry no.	51	52	53	54	55	56	57	58	59	60
HUVEC prolif 384	3.6*	103	101	87	99	86	x	94	78	87
H69AR inhibit	1.8*	93	100	85	94	53	x	95	87	97
HUVEC tox IL1B	14	-34	-22	-14	x	-68	16	32	2	39
F-actin modifier	5	1	-5	1	x	-13	5	-7	-11	4
Smad3 FoxH1 inh	5	4	2	-9	-1	-7	x	1	1	7
Pyk2 oligo antag	1.2	0.23	-0.23	-0.51	x	-0.97	-0.26	0.58	-1.1	-0.24
Lung fibro prol	48*	96	101	101	93	x	x	100	98	102
HUVEC tox TNFa	-6	-23	-2	-1	x	-64	-3	2	-18	-7
VCAM1 TNFa inh	15	11	-19	24	x	14	9	0	17	10

Assay outcomes (PubChem BioAssay)
